# From PubChem
# MEKK2wt PB1 HTS: modulators of MEK5 binding to wildtype MEKK2, primary screen, biochemical, multiplex bead flow cytometry, Alexa488-MEK5; Mitogen-activated protein kinase kinase kinase 2 (Homo sapiens), Q9Y2U5; Alexa488-MEK5 binding to MEKK2 WT; actives lie on both sides; binding response (% of control), % at 10 µM; 1.1% of 290,000 active; in the data active means binding response below about 67% or above about 130%
# IDE cell inh: human IDE inhibitors in live cells, primary screen, fluorescence polarization, HEK cells, FAbetaB substrate; FAbetaB cleavage; inhibition, % at 5.59 µM; 0.41% of 320,000 active;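 active means percent inhibition above the average of all tested compounds plus 3 SD, set per screening campaign, cut at about 16% in these data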;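 further: IDE supplied by intact live HEK cells; FP after avidin binding of uncleaved biotin substrate so inhibition keeps polarization high; 0% = DMSO wells and 100% = 60 µM reference IDE inhibitor Ii1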
# MEKK3 PB1 HTS: modulators of MEKK3-MEK5 PB1 binding, primary screen, biochemical, wildtype MEKK3, multiplex bead flow cytometry, Alexa488-MEK5; 1.4% of 290,000 active; binding response (% of control), % at 10 µM; AID 1529, 2009; Mitogen-activated protein kinase kinase kinase 3 (Homo sapiens), Q99759; bead-based flow cytometry, Alexa488-MEK5 binding to MEKK3; actives lie on both sides; 0 = blocked by unlabeled MEK5, 100 = vehicle;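 active means binding response more than 3 SD above or below the average of its plate-row segment, actives on both sides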;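 further: Alexa488 bead fluorescence after subtracting the streptavidin-only scavenger bead signal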
# Target sequence (Q99759 whole entry, looked up): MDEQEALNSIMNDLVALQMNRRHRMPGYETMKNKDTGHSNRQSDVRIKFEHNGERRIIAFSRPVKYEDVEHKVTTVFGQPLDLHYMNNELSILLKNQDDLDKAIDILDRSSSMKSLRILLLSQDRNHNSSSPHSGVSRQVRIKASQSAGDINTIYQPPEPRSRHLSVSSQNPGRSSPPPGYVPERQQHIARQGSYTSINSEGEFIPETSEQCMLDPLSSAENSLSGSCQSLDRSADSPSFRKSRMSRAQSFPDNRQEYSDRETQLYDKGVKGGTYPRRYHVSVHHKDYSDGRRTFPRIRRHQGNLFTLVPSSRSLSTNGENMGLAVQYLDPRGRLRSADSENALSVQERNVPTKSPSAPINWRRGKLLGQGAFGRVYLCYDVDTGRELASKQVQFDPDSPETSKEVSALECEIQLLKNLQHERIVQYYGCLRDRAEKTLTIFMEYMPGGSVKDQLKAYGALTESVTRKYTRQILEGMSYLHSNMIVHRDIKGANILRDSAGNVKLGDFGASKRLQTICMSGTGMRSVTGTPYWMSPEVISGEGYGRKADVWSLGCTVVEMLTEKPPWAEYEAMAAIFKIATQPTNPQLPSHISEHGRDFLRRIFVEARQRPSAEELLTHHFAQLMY
# MEKK2 mut-MEK5: MEK5 binding signal on mutant MEKK2 PB1, primary screen, biochemical, multiplex bead flow cytometry, Alexa488-MEK5. Alexa488-MEK5 binding to MEKK2 mutant. percent response, % at 10 µM. 0.35% of 290,000 active. AID 1530, 2009; in the data active means percent response above about 24%, passing the limit was not always enough; further: inactives centre near 1; some results filed as inactive read as strong as hits; reference of the scale not given here
# NALP1 inh: NALP1 inflammasome inhibitors in reconstituted yeast, colorimetric, S. cerevisiae, triplicate retest | inhibition, % at 10 µM | 0.61% of 280,000 active | S. cerevisiae NALP1/ASC/caspase-1 growth, X-gal OD620, 72 h; in the data active means inhibition mostly above about 24%, no sharp cut-off; inactive means mostly below about 32%; further: some compounds called inactive have numbers as strong as hits
# pCIP destab: p/CIP-EGFP fusion destabilizers, primary screen, fluorescence, F442A cells; decrease of EGFP signal, % at 10 µM; AID 1984, 2009; Q05BA5; 16 h; 0.01% of 290,000 active;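 active means EGFP signal decrease of at least 30% at 10 µM or well 3 SD below plate mean, unless failing retest; inactive means the rest, including hits failing retest or dose response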; further: some compounds called inactive have numbers as strong as hits; many of its hits are not listed in these tables
# PfM18AAP inh: PfM18AAP inhibitors, malaria aminopeptidase, primary screen, biochemical, QFRET, recombinant enzyme. M18 aspartyl aminopeptidase (Plasmodium falciparum 3D7). H-Glu-NHMec fluorogenic cleavage. inhibition, % at 7.35 µM. 1.2% of 290,000 active;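 active means inhibition above the campaign mean inhibition over all tested compounds plus 3 SD, cut at about 28% in these data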;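 further: 0% = plate median of test compound wells and 100% = 2 mM ZnCl2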
# IDE act: human IDE activators in live cells, primary screen, fluorescence polarization, HEK cells, FAbeta-B substrate. AID 493087, 2011. 0.073% of 340,000 active. activation, % at 5.96 µM. FAbeta-B cleavage; 0% vehicle, 100% cell-free pure enzyme wells;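 active means activation above the mean of all tested compounds plus 3 SD, set per screening campaign, cut at about 17% in these data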
# UBC9 SUMO inh: inhibitors of in vitro SUMOylation cascade, primary screen, biochemical, HTRF, uHTS; inhibition, % at 35 µM; AID 2006, 2009; SUMO-conjugating enzyme UBC9 (Homo sapiens), P63279; HTRF SUMOylation assay, SAE1/SAE2 + UBC9; 0.36% of 290,000 active; in the data active means inhibition above about 50%, passing the limit was not always enough; further: strong numbers were not always called active
# Target sequence (P63279 whole entry, looked up): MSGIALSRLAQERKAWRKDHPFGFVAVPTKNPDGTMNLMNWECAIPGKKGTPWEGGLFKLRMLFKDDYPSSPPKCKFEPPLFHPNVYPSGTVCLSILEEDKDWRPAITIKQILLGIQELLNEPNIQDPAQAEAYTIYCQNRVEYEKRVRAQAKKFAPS
# Numbers without * were called inactive; · = no result given. A portion of the library; count on the stated rates, not on these rows.
entry	smiles	MEKK2wt PB1 HTS	IDE cell inh	MEKK3 PB1 HTS	MEKK2 mut-MEK5	NALP1 inh
1	Cc1ccc(S(=O)(=O)NCCC(=O)Nc2cc(F)ccc2C)cc1C	98	0	103	-2	13
2	O=C(CN(Cc1ccccc1)S(=O)(=O)c1cccc(C(F)(F)F)c1)NC1CCCCC1	115	5	94	1	30
3	COc1ccc(NC(=O)CSc2nc3ccccc3c(=O)n2CCCN2CCCCC2)c(OC)c1	·	-1	·	·	-16
4	CCN(CC)CCNC(=O)c1ccc(NC(=O)c2ccc(F)cc2F)cc1	102	-4	98	3	-13
5	Cc1ccc(NC(=O)COC(=O)c2cccc(N3C(=O)c4ccccc4C3=O)c2)cc1	95	-4	86	-7	·
6	CCOc1ccccc1Nc1nnc(SCc2ccc(C(=O)OC)o2)s1	96	4	100	-7	18
7	O=C(NCC1CC1)C1(C(F)(F)F)CC(CCc2ccccc2)CCCO1 (stereo not given)	109	3	99	-3	·
8	CSc1ccc(CCNC(=O)CN2C(=O)CCSc3ccccc32)cc1	108	1	106	8	1
9	C/C(Cn1nc([N+](=O)[O-])cc1C)=N\NC(=O)COc1ccccc1[N+](=O)[O-]	94	2	94	-4	30
10	CCN(CC)S(=O)(=O)c1ccc2[nH]cc(C(=O)NCCc3ccccc3)c(=O)c2c1	99	-6	102	-1	6
11	COc1ccccc1-c1nnc(SCc2nc3ccccc3[nH]2)n1C	·	0	·	·	4
12	Cc1cc2nc3n(c2cc1C)CC1CC(C(=O)NCc2ccco2)N(C)C31 (stereo not given)	97	-2	99	4	·

entry	pCIP destab	PfM18AAP inh	IDE act	UBC9 SUMO inh
1	-5	-1	3	-11
2	9	1	0	-13
3	-9	-6	-4	-12
4	13	-3	1	12
5	7	1	8	22
6	-8	6	-3	4
7	·	·	0	·
8	-7	12	5	2
9	-13	-2	4	7
10	-18	11	-1	6
11	3	-1	1	12
12	-12	·	4	14

# Ordered by length of the SMILES (low to high): part of the list above.
entry	smiles	MEKK2wt PB1 HTS	IDE cell inh	MEKK3 PB1 HTS	MEKK2 mut-MEK5	NALP1 inh
11	COc1ccccc1-c1nnc(SCc2nc3ccccc3[nH]2)n1C	·	0	·	·	4
8	CSc1ccc(CCNC(=O)CN2C(=O)CCSc3ccccc32)cc1	108	1	106	8	1
1	Cc1ccc(S(=O)(=O)NCCC(=O)Nc2cc(F)ccc2C)cc1C	98	0	103	-2	13
4	CCN(CC)CCNC(=O)c1ccc(NC(=O)c2ccc(F)cc2F)cc1	102	-4	98	3	-13
12	Cc1cc2nc3n(c2cc1C)CC1CC(C(=O)NCc2ccco2)N(C)C31 (stereo not given)	97	-2	99	4	·
3	COc1ccc(NC(=O)CSc2nc3ccccc3c(=O)n2CCCN2CCCCC2)c(OC)c1	·	-1	·	·	-16
2	O=C(CN(Cc1ccccc1)S(=O)(=O)c1cccc(C(F)(F)F)c1)NC1CCCCC1	115	5	94	1	30
10	CCN(CC)S(=O)(=O)c1ccc2[nH]cc(C(=O)NCCc3ccccc3)c(=O)c2c1	99	-6	102	-1	6
9	C/C(Cn1nc([N+](=O)[O-])cc1C)=N\NC(=O)COc1ccccc1[N+](=O)[O-]	94	2	94	-4	30

entry	pCIP destab	PfM18AAP inh	IDE act	UBC9 SUMO inh
11	3	-1	1	12
8	-7	12	5	2
1	-5	-1	3	-11
4	13	-3	1	12
12	-12	·	4	14
3	-9	-6	-4	-12
2	9	1	0	-13
10	-18	11	-1	6
9	-13	-2	4	7

# (more compounds)
entry	smiles	MEKK2wt PB1 HTS	IDE cell inh	MEKK3 PB1 HTS	MEKK2 mut-MEK5	NALP1 inh
13	N#Cc1c(-c2ccccc2)cc(C2CC2)nc1N	103	1	112	1	-10
14	COc1nc(-c2ccc(C)cc2)ccc1-c1noc(-c2cccnc2)n1	90	-4	92	-4	8
15	NC(=O)COc1ccc(NC(=O)CC23CC4CC(CC(C4)C2)C3)cc1	104	2	102	1	8
16	CCOC(=O)c1sc(=S)n(-c2ccccc2Cl)c1SC	102	6	100	2	7
17	CCN=c1sc(C(=O)NCCc2ccccc2)cc(=O)n1CC	68	3	68	-20	16*
18	COC(Cn1cc(C)c(=O)[nH]c1=O)OC	96	0	99	-12	-17
19	CCNS(=O)(=O)c1ccc(NC(=O)Cn2cc([N+](=O)[O-])cn2)cc1	100	-2	99	-1	9
20	CN(C)CCNC(=O)c1ccc(COCC(F)(F)F)cc1	·	-8	·	·	-18
21	Cn1c(O)c(N=Nc2ccccc2)c2ccccc21	96	5	99	-1	22
22	CCOc1cc(NCCN2CCOCC2)c([N+](=O)[O-])cc1OCC	106	3	103	11	16
23	COc1ccc(NC(=S)NNS(=O)(=O)c2ccc3ccccc3c2)c(OC)c1	99	0	102	-1	22
24	COC(=O)c1cc(NC(=O)Cn2c(=O)cnc3ccccc32)cc(C(=O)OC)c1	109	0	105	6	13

entry	pCIP destab	PfM18AAP inh	IDE act	UBC9 SUMO inh
13	-8	-2	1	0
14	-14	·	-2	13
15	4	2	-1	-1
16	8	4	4	-6
17	12	13	-1	-4
18	10	-2	1	6
19	-4	1	2	6
20	-22	8	2	0
21	0	-1	1	11
22	-1	1	-1	-9
23	-8	-3	6	15
24	4	-3	-3	-4

# (next part)
entry	smiles	MEKK2wt PB1 HTS	IDE cell inh	MEKK3 PB1 HTS	MEKK2 mut-MEK5	NALP1 inh
25	N#C/C(=C\Nc1ccccc1SC(F)(F)F)c1nc(-c2ccccc2)cs1	99	0	101	-1	20
26	COC(=O)Cc1ccc(NC(=O)c2cccs2)cc1	106	1	103	1	-21
27	CC(C)c1ccc(C(O)P(=O)(OC2CCCCC2)OC2CCCCC2)cc1 (stereo not given)	89	7	97	-3	-6
28	Cc1nc2c(C(=O)N3CCOCC3)cnn2c(C)c1Cc1cccc(Cl)c1	·	1	·	·	-4
29	COc1ccc(/C(O)=C2/C(=O)C(=O)N(CCN(C)C)C2c2ccc(C)cc2)cc1Cl (stereo not given)	112	-5	107	5	-3
30	COc1cc(/C=C(/C#N)c2nc3ccccc3c(=O)[nH]2)ccc1O	104	12	140*	1	1
31	Cc1ccccc1Cn1c(=O)c2c(nc3n2CCCN3Cc2ccccc2)n(C)c1=O	94	1	99	-5	·
32	C=CCOc1ccc2c(c1)c(=O)cc(C(=O)O)n2CC	102	-2	105	3	-3
33	CCCCCCN(C(=O)CCCCCN1C(=O)NC(c2ccc(-c3ccccc3)cc2)C(C(=O)OCc2ccccc2)=C1C)C(C(=O)NCCCC)c1ccccn1 (stereo not given)	91	·	96	1	6
34	COc1ccc(NC(=O)c2nc[nH]c2C(=O)N2CCN(c3ccccc3)CC2)cc1	107	-1	88	6	·
35	O=C(NC1CCCCC1)N1CCN(c2ncccn2)CC1	101	-1	99	3	6
36	O=C(NCc1ccco1)Nc1ccccc1Cl	96	2	97	-4	3

entry	pCIP destab	PfM18AAP inh	IDE act	UBC9 SUMO inh
25	-7	-1	3	-12
26	2	9	-1	-12
27	-7	-1	·	1
28	12	12	·	21
29	8	8	6	-12
30	-17	5	-56	5
31	·	1	4	·
32	-8	-2	5	10
33	-1	·	·	-2
34	-4	·	-2	-10
35	6	-2	-5	-6
36	-8	-4	0	10

# (list continues)
entry	smiles	MEKK2wt PB1 HTS	IDE cell inh	MEKK3 PB1 HTS	MEKK2 mut-MEK5	NALP1 inh
37	Cc1cc(OC(C)C(=O)N(Cc2cccs2)C2CCS(=O)(=O)C2)ccc1Cl (stereo not given)	99	0	99	1	2
38	COc1ccc(N(C(=O)c2snc(C(N)=O)c2N)C(C(=O)NC2CCCC2)c2cc(OC)ccc2OC)c(OC)c1 (stereo not given)	97	3	103	7	-12
39	CC(C)Oc1nc(-c2ccc(Cl)cc2)nc2ccccc12	97	5	92	-17	·
40	O=C(OCCN1C(=O)c2ccccc2C1=O)c1cc(S(=O)(=O)N2CCOCC2)ccc1Cl	111	2	110	8	37
41	Cc1sc(NC(=O)c2ccc(=O)n(C)n2)nc1-c1ccccc1	96	2	97	-4	5
42	O=C(O)CSc1nc(-c2ccc(Cl)cc2)nc2c1oc1ccccc12	96	7	100	-4	8
43	CCN(CC)c1ccc(-n2cc3c(=O)n(C)c(=O)n(C)c3c2)cc1	96	3	101	-1	18
44	CC1(C)Cc2nc3nc(SCC(=O)Nc4ccccc4)nc(N)c3cc2CO1	98	-1	101	-1	12
45	Cc1c(C#N)c(NC(=O)CCl)n(Cc2ccccc2)c1C	105	2	109	-1	1
46	CC/C(=N\Nc1ccc([N+](=O)[O-])cc1)c1ccccc1	107	4	114	-1	8
47	Cc1ccc(S(=O)(=O)N2CCN(C(=O)C3COc4ccccc4O3)CC2)cc1C (stereo not given)	101	-1	102	5	-4
48	CCn1c(C)[n+](CC)c2ccc(S(=O)(=O)N(C)C)cc21	104	4	104	1	8

entry	pCIP destab	PfM18AAP inh	IDE act	UBC9 SUMO inh
37	0	0	1	-8
38	-8	1	1	-1
39	-3	-1	5	-7
40	-7	-5	2	-5
41	-16	2	4	11
42	8	-4	-4	24
43	-3	6	7	27
44	-4	-2	-5	24
45	-18	11	0	4
46	5	7	-7	-20
47	-4	4	-4	-18
48	-5	-10	10	11

# Remaining list, next part
entry	smiles	MEKK2wt PB1 HTS	IDE cell inh	MEKK3 PB1 HTS	MEKK2 mut-MEK5	NALP1 inh
49	Cc1ccc2c(c1)NC(=O)C(CC(=O)NCCCN1CCCCC1C)O2 (stereo not given)	106	3	104	8	-4
50	CCOC(=O)C1CCN(Cc2ccc(F)cc2F)CC1	96	4	95	-1	7
51	O=C(Cn1c(=O)c2ccccc2n(CC(=O)N2CCCCC2)c1=O)N1CCCCC1	93	12	90	-3	·
52	COC(C)(C)[C@]12CC(O)(C(C)C)ON1[C@H]1CCCCC1N2O (stereo not given in full)	105	2	103	5	1
53	COC(=O)c1cnn(-c2ccccc2)c1/C=N/NC(=S)Nc1ccc(Cl)cc1	96	2	103	5	·
54	COc1ccc(Cl)cc1N1C(=O)/C(=C\c2sccc2C)N=C1SCC(=O)NC1CC1	88	1	96	-4	-7
55	COCC(=O)N(C)CC1CCCN(CCc2ccccc2OC)C1 (stereo not given)	94	-2	94	-3	26
56	O=C(Nc1cnn(Cc2ccc(F)cc2)c1)c1noc2c1CCCC2	99	3	100	3	1
57	CN1C(=O)/C(=C/c2ccc(-c3ccccc3[N+](=O)[O-])o2)SC1=Nc1ccc(Cl)c(C(=O)O)c1	101	-1	98	3	10
58	COc1ccccc1CNS(=O)(=O)c1ccc2c(c1)CC(C)N2C(=O)C1CC1 (stereo not given)	105	1	102	2	17

entry	pCIP destab	PfM18AAP inh	IDE act	UBC9 SUMO inh
49	6	-2	4	4
50	3	14	5	-2
51	-10	-17	-1	26
52	-12	1	1	0
53	0	3	·	29
54	10	7	1	1
55	3	-7	5	-5
56	-4	3	1	-3
57	-4	19	-6	35
58	-3	-2	2	·
